Compound activity: PubChem, several laboratories
SDO1 yeast rescue: sdo1-depleted yeast growth rescue; AID 817; S. cerevisiae sdo1-depleted JHY4D growth rescue, OD600 30 h; active compounds read high; pdr5 snq2 efflux-pump mutant strain; actives 0.21% (n = 140,000); z-score at 10 µM;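 active = z-score above 3 at both the 24 hr and the 30 hr optical density reads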;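 note: z-score against mean and SD of all compound wells on the same plate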
Insulin prom inh: TRM-6 insulin promoter activity inhibition. TRM-6 cells (human fetal islet line), insulin promoter-eGFP reporter, imaging; reporter expression induced with tamoxifen. inhibition, % at 2 µM. actives 0.9% (n = 130,000);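 active = inhibition above the mean plus 3 SD, with well images judged a real hit on visual review, cut at about 60% in these data, passing the limit was not always enough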
SDO1 yeast rescue Rescue 24 h: also measured in SDO1 yeast rescue; calls as there; z-score; S. cerevisiae sdo1-depleted JHY4D growth rescue, OD600; measured here: growth rescue at 24 h;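 0 is the plate mean of compound wells and units are plate SD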
* hit, by the source's call; . = not tested or not shown.

The opening 6 compounds, ahead of the listing:
SMILES	SDO1 yeast rescue	SDO1 yeast rescue Rescue 24 h	Insulin prom inh
COC(=O)c1ccc(CSc2nnc(-c3c[nH]c4ccccc34)n2-c2ccccc2)cc1	-0.9	-0.81	.
C=CCn1c(SCC(=O)NC(=O)c2cccc([N+](=O)[O-])c2)nnc1-c1ccccc1	0.4	-0.8	-7.7
C=CCNC(=O)c1ccc(C2SCC(=O)N2Cc2ccco2)cc1 (stereo not drawn)	.	.	23.1
Cn1c(CN2CCOCC2)nc2cc(NC(=O)c3ccccc3Cl)ccc21	-0.61	-0.67	0.0
CCOC(=O)CCC(NC(=O)CCC(=O)NC(CCC(=O)OCC)C(=O)OCC)C(=O)OCC (stereo not drawn)	1.22	0.91	25.0
COc1ccc(C/C(O)=C(\C#N)c2nc3ccccc3[nH]2)cc1OC	-1.4	-0.71	.

The listing, from the start:
SMILES	SDO1 yeast rescue	SDO1 yeast rescue Rescue 24 h	Insulin prom inh
COC(=O)c1ccc(CSc2nnc(-c3c[nH]c4ccccc34)n2-c2ccccc2)cc1	-0.9	-0.81	.
C=CCn1c(SCC(=O)NC(=O)c2cccc([N+](=O)[O-])c2)nnc1-c1ccccc1	0.4	-0.8	-7.7
C=CCNC(=O)c1ccc(C2SCC(=O)N2Cc2ccco2)cc1 (stereo not drawn)	.	.	23.1
Cn1c(CN2CCOCC2)nc2cc(NC(=O)c3ccccc3Cl)ccc21	-0.61	-0.67	0.0
CCOC(=O)CCC(NC(=O)CCC(=O)NC(CCC(=O)OCC)C(=O)OCC)C(=O)OCC (stereo not drawn)	1.22	0.91	25.0
COc1ccc(C/C(O)=C(\C#N)c2nc3ccccc3[nH]2)cc1OC	-1.4	-0.71	.
Cc1cc2ncn(C(=O)N3CCCC3)c2cc1C	0.91	0.09	-285.0
CCOc1ccccc1NC(=O)c1c(Br)cnn1C	0.31	0.02	6.5
Cc1cccc(CC2S/C(=N/N=C/c3ccco3)N(c3ccccc3)C2=O)c1 (stereo not drawn)	0.1	1.09	10.3
CCCCCCC(=O)N(O)C1CC(=O)N(c2ccccc2)C1=O (stereo not drawn)	-2.25	-0.56	.
O=C(CCS(=O)(=O)c1cccc2nonc12)NCCc1ccccc1Cl	-0.12	-0.34	.
O=S(=O)(/N=C(/Nc1ccc(Cl)c(S(=O)(=O)Nc2ccccc2Cl)c1)c1ccc(F)cc1)c1ccccc1	.	.	-23.5
CN(C(=O)COC(=O)c1cc(-c2ccc(Cl)s2)nc2ccccc12)C1CCS(=O)(=O)C1 (stereo not drawn)	.	.	-63.6
COc1ccc(-n2c(SCC(=O)N3CCN(c4ccccc4)CC3)nc3c(c2=O)SCC3)cc1	-0.98	-0.56	.
Fc1ccc(Cn2cccc2C2=NC(c3ccccc3)CO2)cc1 (stereo not drawn)	.	.	-45.5
CCOC(=O)c1oc2cccc(O)c2c1C	-0.72	-0.52	-53.6
COc1ccc2cc(C(=O)N/N=C/c3sc4ccccc4c3O)ccc2c1	0.27	0.9	-60.0
Cc1ccc(NC(=O)C2=C(O)c3sccc3N(C)S2(=O)=O)cc1	-0.01	-0.37	.
COc1ccc2c(C=O)c[nH]c2c1	0.24	-0.79	9.4
C=CCn1cnc2c(NCc3ccccc3)ncnc21	0.89	0.64	-22.2

Record cards (already shown):
`CN(C(=O)COC(=O)c1cc(-c2ccc(Cl)s2)nc2ccccc12)C1CCS(=O)(=O)C1` (stereo not drawn) is listed with SDO1 yeast rescue: .; SDO1 yeast rescue Rescue 24 h: .; Insulin prom inh: -63.6
`COc1ccc(-n2c(SCC(=O)N3CCN(c4ccccc4)CC3)nc3c(c2=O)SCC3)cc1` is listed with SDO1 yeast rescue: -0.98; SDO1 yeast rescue Rescue 24 h: -0.56; Insulin prom inh: .

As entered above:
`CCOC(=O)c1oc2cccc(O)c2c1C` @ Insulin prom inh: -53.6
`CCOC(=O)CCC(NC(=O)CCC(=O)NC(CCC(=O)OCC)C(=O)OCC)C(=O)OCC` (stereo not drawn) @ Insulin prom inh: 25.0
`COc1ccc2cc(C(=O)N/N=C/c3sc4ccccc4c3O)ccc2c1` @ Insulin prom inh: -60.0

Next part
SMILES	SDO1 yeast rescue	SDO1 yeast rescue Rescue 24 h	Insulin prom inh
Cc1ccc(C(=O)N2CCN(c3ncccn3)CC2)o1	0.31	-0.65	-2.6
Cc1cccc2cc3c(N)c(C(=O)Nc4ccc(N5CCOCC5)cc4)sc3nc12	-1.17	-0.3	-26.7
CCCNC(=O)COC(=O)c1ccccc1OCc1ccc(Cl)cc1	-0.96	-0.72	43.3
O=C(Cc1ccccc1)NC1c2ccccc2-c2ccccc21	-0.09	0.14	.
CN1C(=S)N(c2ccccc2)C(=O)/C1=C/c1ccco1	-0.36	0	25.0
CC(C)c1onc(C(=O)NCc2ccccc2)c1[N+](=O)[O-]	1.19	1.15	.
Cc1c(C)c2c(C)nn(-c3ccccc3)c2[nH]c1=O	0.13	-0.52	.
Cc1ccc(S(=O)(=O)C2(C(=O)Nc3ccc(F)cc3)CC2)cc1	-0.1	-0.4	.
O=C(NCC12CC3CC(CC(C3)C1)C2)c1nc2ncccn2n1	0.38	-0.24	.
COc1ccccc1N1CCN(CC(O)COCCOc2ccc(Br)cc2)CC1 (stereo not drawn)	0.69	1.22	-23.3
COC(=O)c1sccc1NC(=O)c1c(C)noc1C	1.2	1.35	1.2
Cc1cc(N2CCOCC2)nc2ccc(NC(=O)C3CCC(C)CC3)cc12 (stereo not drawn)	-0.73	0.66	6.2
O=S(=O)(Nc1cccc(-c2cn3ccsc3n2)c1)c1ccc(F)cc1	-2.05	-1.27	-33.3
Cc1ccc2c(n1)sc1c(-c3ccc(Br)cc3)c(C#N)c(N)nc12	-1.9	-0.66	37.5
CC(C)[N+](C)(C)CC(O)CN(c1ccccc1)c1ccccc1 (stereo not drawn)	.	.	0.0
N#Cc1cc2sc3nc4ccccc4n3c2cc1C#N	0.53	0.27	40.0
Nc1nonc1NC(=O)CSc1ncccc1C(=O)O	-0.39	-0.92	-13.9
O=C(OC(C(=O)NCc1cccs1)c1ccc(F)cc1)c1ccco1 (stereo not drawn)	-0.45	0.07	13.9
COc1ccccc1C(=O)Nc1ccc2oc(-c3ccc(F)cc3)nc2c1	-0.55	-0.71	46.9
CCOC(=O)c1cnn(CCOC(=O)c2ccc(OC)cc2)c1NC(=O)c1ccc(OC)cc1	-0.05	0.44	-100.0
Cc1cccc2sc(NNC(=O)C3=COCCO3)nc12	.	.	-10.5
CCOC(=O)c1cc2c(c(CSc3nc4ccccc4c(=O)n3Cc3ccco3)c1)OCOC2	-1.08	0.12	-13.6
CCc1ccc(S(=O)(=O)NCCc2csc(-c3ccccc3)n2)s1	4.3*	3.24*	-160.0
Cc1ccc(C(=O)CCC(=O)Nc2cccc(C(F)(F)F)c2)cc1	-0.29	-0.47	6.7
O=C(NC(=S)Nc1ccc(F)cc1)c1ccc2c(c1)OCCO2	.	.	-29.4
C=CCn1c(=NC(=O)c2sc3ccccc3c2Cl)sc2cc(S(N)(=O)=O)ccc21	2.1	3.19	-32.0
CCN1C/C(=C/c2cccc([N+](=O)[O-])c2)C(=O)/C(=C/c2cccc([N+](=O)[O-])c2)C1	-1.75	-0.54	100.0*
CC(C)NC(=O)NC1C2CC3CC(C2)CC1C3 (stereo not drawn)	0.38	0.12	3.2
CCCn1c(C)cc(C(=O)COC(=O)CN=C2NS(=O)(=O)c3ccccc32)c1C	1.1	-0.5	20.7
Cc1ccc(NC(=O)NNc2cccc(Cl)n2)cc1	0.3	0.08	-8.1
CNC(=S)N1CCC(NC(=O)C23CC4CC(CC(C4)C2)C3)CC1	.	.	-35.7
Cc1ccc(/C=N/NC(=O)c2ccc(Br)o2)s1	1.65	0.02	-26.9
CN(C)CCCN1C(=O)c2oc3ccc(Cl)cc3c(=O)c2C1c1cccnc1 (stereo not drawn)	0.2	-0.35	.
O=C(Nn1c(-c2ccccc2)nc2ccccc2c1=O)c1cccs1	0.21	0.6	20.0
CN(CC(=O)Nc1ccc(OC(F)(F)F)cc1)C1CCCCC1	.	.	4.8
CCOc1ccc(S(=O)(=O)N(CC(=O)NC2CCCCC2C)Cc2ccco2)cc1 (stereo not drawn)	-0.45	-0.03	-23.1
O=C(O)C1NCCc2ccccc21 (stereo not drawn)	1.33	0.93	54.5
CCOC(=O)C1=C(CC)NC2=C(C(=O)CCC2)C1c1ccc(OC)c(OC)c1 (stereo not drawn)	0.5	0.09	-178.6
O=C(c1cccc(NS(=O)(=O)c2cccc([N+](=O)[O-])c2)c1)N1CCOCC1	.	.	0.0
CC1=C(C(=O)Nc2nc3ccccc3s2)C(c2ccco2)C(C#N)=C(SCC(=O)NC2CCCCC2)N1 (stereo not drawn)	-0.52	-0.34	21.4
Cn1cc(S(=O)(=O)N2CCN(c3ccccc3F)CC2)c(=O)n(C)c1=O	0.42	-0.18	.
O=C(Nc1cnn(C23CC4CC(CC(C4)C2)C3)c1)c1cc(-c2ccccc2)on1	-0.55	1.66	31.2
CCC1=NN2C(=N)/C(=C\c3cccn3-c3cccc(Cl)c3)C(=O)N=C2S1	.	.	-25.0
O=[N+]([O-])c1ccccc1C1Nc2cccc3cccc(c23)N1	-0.51	-0.51	35.5
COCCNC(=O)C(c1ccc(F)cc1)N(CC1CCCO1)C(=O)CCC(=O)Nc1ccccn1 (stereo not drawn)	0.39	0.03	-3.2
O=S(=O)(c1ccc(Cl)cc1)N1CCC(O)(c2cccnc2)CC1	0.01	-0.32	-31.4
CCCCCC(=O)Nc1ccc2oc(-c3cncc(Br)c3)nc2c1	-1.47	-0.42	-28.6
C=CCn1c(COc2ccccc2)nnc1SCC(=O)C(C)(C)C	0.47	0.35	-35.1
O=[N+]([O-])c1nn(-c2ccc3c(c2)OCCO3)n(O)c1=NC1CCCCC1	-0.93	-0.45	.
COc1ccc(/C=N/NC(=O)c2cccc([N+](=O)[O-])c2)cc1OC(=O)c1ccc(C)cc1	-1.08	-1.05	.
Clc1ccc(-c2nnc3sc(Cc4cccs4)nn23)cc1	-1.24	-1.23	8.7
C=Cn1c(N2CCOCC2)nc2c1c(=O)[nH]c(=O)n2C	0.7	0.09	-44.0
CCOc1ccc(Cl)cc1S(=O)(=O)N1CCN(c2ccc(C)c(C)c2)CC1	-0.89	-0.91	21.7
CN(C(=O)C1CCOC1)c1nnc(-c2ccccn2)s1 (stereo not drawn)	0.18	-0.36	27.8
COc1ccc(NC(=O)c2cccc(NC(=O)C(C)C)c2)c([N+](=O)[O-])c1	1.77	2.1	.
CCN(CC)c1ccc(NC(=O)c2cnccn2)cc1S(=O)(=O)Nc1ccc(OC)cc1	-1.42	-0.83	-46.1
Cc1[nH]n(-c2ccc([N+](=O)[O-])cc2)c(=O)c1C=NCCN1CCN(C(=O)c2ccc(Br)cc2)CC1	-0.37	-1.22	19.4
O=C(CSc1nc(-c2ccc(F)cc2)cc(C(F)(F)F)n1)NCc1cccs1	-0.51	0.51	.
O=C(C1CCN(c2ncnc3c2sc2cccc(F)c23)CC1)N1CCOCC1	2.6	2.22	.
COc1ccc2nc(C)c3cc(C)oc3c2c1	0.05	-0.16	90.3*

New compounds follow.
SMILES	SDO1 yeast rescue	SDO1 yeast rescue Rescue 24 h	Insulin prom inh
CCS(=O)(=O)N1CCC(C(=O)NCCC2=CCCCC2)CC1	1.43	0.29	.
CCCOc1ccc(C2/C(=C(/O)c3ccccc3)C(=O)C(=O)N2CCCN(C)C)cc1OC (stereo not drawn)	.	.	45.0
CC(C)Oc1ccc(C(=O)N/N=C/c2ccc(-c3ccc(S(=O)(=O)Nc4ncccn4)cc3)o2)cc1	0.18	-0.28	18.8
Cc1ccc(C(CCN(Cc2ccccc2)C(=O)c2ccco2)c2ccco2)cc1 (stereo not drawn)	-0.08	-0.08	-48.1
CCC[N+]1(CC#CC2(O)CCCCC2)CCOCC1	.	.	-52.9
COc1ccc(-c2nc3ccccc3c(=O)o2)cc1OC	-0.39	-0.67	6.7
Cc1cc2cccc(C)c2nc1SCC(=O)NNC(=O)c1ccco1	.	.	6.7
CC(=O)N(C(C)=O)S(=O)(=O)c1ccc(N=NN2CCCCC2)cc1	1.14	0.99	.
CN1CCN(CCC(=O)Nc2ccccc2Cl)CC1	0.81	0.75	20.0
COc1ccc(/C=N/NC(=O)CC(=O)NCCc2ccccc2)cc1OC	-0.31	-0.77	-24.0
Cc1ccc2[nH]c3nc(SCCN4CCOCC4)nnc3c2c1	0.63	-0.09	.
N/C(=N\OC(=O)c1ccccc1[N+](=O)[O-])c1cccnc1	-0.23	-0.74	-23.1

4 compounds from above, ordered by SMILES length, smallest number first:
SMILES	SDO1 yeast rescue	SDO1 yeast rescue Rescue 24 h	Insulin prom inh
Cc1ccc2[nH]c3nc(SCCN4CCOCC4)nnc3c2c1	0.63	-0.09	.
CCS(=O)(=O)N1CCC(C(=O)NCCC2=CCCCC2)CC1	1.43	0.29	.
Cc1ccc(C(CCN(Cc2ccccc2)C(=O)c2ccco2)c2ccco2)cc1 (stereo not drawn)	-0.08	-0.08	-48.1
CC(C)Oc1ccc(C(=O)N/N=C/c2ccc(-c3ccc(S(=O)(=O)Nc4ncccn4)cc3)o2)cc1	0.18	-0.28	18.8

Some of the compounds tested (hit frequency here may not be typical).
